Compound activity: PubChem, National Center for Advancing Translational Sciences (NCATS)
GLA spleen mod: qHTS Assay for Inhibitors and Activators of Human alpha-Galactosidase From Spleen Homogenate | Alpha-galactosidase A (Homo sapiens), P06280 | human spleen homogenate, 4MU-alpha-Gal fluorescence, 40 min | Potency, µM (highest dose often 80 µM), inactives show at the highest dose activity change, negative = inhibition, most hits filed as inhibitors | actives 0.008% (n = 240,000);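 note: potency is the fitted concentration of half-maximal effect; 0% = enzyme with vehicle and -100% = no enzyme basal signal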
Target sequence (P06280 32-429 limits assumed): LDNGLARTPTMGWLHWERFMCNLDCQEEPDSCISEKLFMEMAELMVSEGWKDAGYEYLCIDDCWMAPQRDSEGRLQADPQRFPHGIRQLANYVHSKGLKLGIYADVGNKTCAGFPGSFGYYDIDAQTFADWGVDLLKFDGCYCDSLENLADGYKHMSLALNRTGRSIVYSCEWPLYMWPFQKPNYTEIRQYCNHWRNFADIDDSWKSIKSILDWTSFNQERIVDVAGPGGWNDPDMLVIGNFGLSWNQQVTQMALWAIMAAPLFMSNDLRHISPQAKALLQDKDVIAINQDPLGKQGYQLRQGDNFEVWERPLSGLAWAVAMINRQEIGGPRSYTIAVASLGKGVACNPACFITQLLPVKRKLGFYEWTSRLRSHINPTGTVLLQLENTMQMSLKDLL
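Spleen homogenate 1 ug + cpd (titration) + 4-MU-alpha-D-galactopyranoside 1 mM; 37C 40 min; 50 mM citrate/phosphate pH 5.0, 0.01% Tween-20; stop pH 10; fluorescence 365/440; AC50 via Hill.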
IMPase Li cell: qHTS Assay for Identifying the Cell-Membrane Permeable IMPase Inhibitors: Potentiation with Lithium | CHO-M1 cells, IP1 TR-FRET (IP-One), carbachol + lithium | Potency, µM (series often up to 59.4 µM), without a hit: at the highest dose activity, negative = IMPase inhibition, actives largely listed as inhibitors | actives 0.35% (n = 210,000);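 note: IP1 builds up when IMPase is blocked and the TR-FRET signal falls; potency is the fitted concentration of half-maximal effect; plate controls were basal vehicle for no effect and high inhibitor control for full effect; nearly all actives have a fitted effect of over 50% in size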
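CHO cells stably expressing M1 receptor (2000/well, cultured 16–30 h) treated 30 min at 37C with compound plus low lithium. Cytosolic IP1 by TR-FRET (665/620 ratio and 620 channel) after 10 min lysis; AC50 by Hill fit.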
NPSR antag: qHTS Assay for Antagonists of the Neuropeptide S Receptor: cAMP Signal Transduction; CHO-NPSR cells, cAMP TR-FRET, antagonist mode; Potency, µM (titrated, usually from 38.3 µM), without a hit: at the highest dose activity change, negative = inhibition, hits mostly inhibitors; actives 1% (n = 220,000); AID 1461, 2008; note: potency is the fitted concentration of half-maximal effect; % is set by controls: 0 for no effect and ±100 for the full control effect; nearly all actives have a fitted effect of over 50% in size; many of its hits are not listed in these tables
Target sequence (Q6W5P4 whole entry, looked up): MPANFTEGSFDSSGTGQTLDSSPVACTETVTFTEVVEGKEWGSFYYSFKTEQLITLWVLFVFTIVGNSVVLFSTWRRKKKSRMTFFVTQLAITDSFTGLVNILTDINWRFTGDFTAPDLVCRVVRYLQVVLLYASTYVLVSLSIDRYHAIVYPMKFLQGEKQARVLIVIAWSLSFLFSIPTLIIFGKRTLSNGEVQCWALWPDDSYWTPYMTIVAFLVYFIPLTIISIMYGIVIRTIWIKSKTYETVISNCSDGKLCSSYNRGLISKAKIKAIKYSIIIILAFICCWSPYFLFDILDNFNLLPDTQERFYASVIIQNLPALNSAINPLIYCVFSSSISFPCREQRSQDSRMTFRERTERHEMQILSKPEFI
CBFb RUNX1 block: qHTS Assay for Compounds Blocking the Interaction Between CBF-beta and RUNX1 for the Treatment of Acute Myeloid Leukemia; Runt-related transcription factor 1 (Homo sapiens) + Core-binding factor subunit beta …; AlphaScreen CBFb-His/RUNX1-biotin binding, biochemical; Potency, µM (titrated, usually from 59.8 µM), inactives show at the highest dose activity, negative = inhibition, most hits filed as inhibitors; 230,000 tested, under 10 active; AID 1477, 2009; note: % of control where 0% means no effect
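Proteins preincubated together for 20 min at RT before compound addition; 15 min later, nickel and streptavidin beads were added and left 90 min prior to AlphaScreen measurement.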
LMNA splice mod: qHTS Assay for Modulators of Lamin A Splicing | HeLa LMNA splicing GFP/RFP minigene ratio, 48 h | Potency, µM (highest dose often 46.1 µM), without a hit: at the highest dose ratio change, negative = inhibition, hits mostly inhibitors | actives 0.01% (n = 200,000); active = well fitted inhibition curve with a large enough effect in the signal ratio, with a control signal flat, not every such curve was filed as active; inconclusive = small, poorly fitted or top-dose-only effect, or effect the other way, or a change in a side signal; the % refers to the signal ratio; note: potency is the fitted concentration of half-maximal effect; % is set by controls: 0 for no effect and ±100 for the full control effect
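S3 HeLa stable clones carrying a lamin A-EGFP splicing minigene plus DsRed2 were seeded at 600 cells/well in Opti-MEM with 2% FBS, pin-dosed and incubated 48 h at 37°C. Acumen cytometry (488 nm) gave the GFP/RFP total-intensity ratio.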
Luc counter: Counterscreen for Luciferase (Kinase-Glo TM) Inhibition; Luciferin 4-monooxygenase (Photuris pensylvanica), Q27757; Kinase-Glo luciferase, ATP luminescence, 8 min; Potency, µM (doses to about 38.3 µM), inactives show at the highest dose activity change, negative = inhibition, usual class: inhibitors; actives 0.28% (n = 200,000); AID 1379, 2008; note: potency is the fitted concentration of half-maximal effect; % is set by controls: 0 for no effect and ±100 for the full control effect; nearly all actives have a fitted effect of over 60% in size
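Recombinant Kinase-Glo luciferase, 10 uM ATP (linear range), luciferin; imidazole pH 7.2 / KCl / MgCl2 / Tween / BSA buffer; 8 min RT; luminescence.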
Epigenetic derep: Quantitative High-Throughput Screen for Regulators of Epigenetic Control | murine LDR cells, GFP reporter derepression, 30 h | Potency, µM (doses to about 53.9 µM), inactives show top-dose GFP activation, most hits filed as activators | actives 0.2% (n = 280,000) | AID 1865, 2009; note: potency is the fitted concentration of half-maximal effect; % of control where 0% means no effect; nearly all actives have a fitted effect of over 60% in size
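In this reporter-derepression format, murine cells bearing a silenced integrated CMV-GFP locus incubate with test compound (30 h, 37 C), then are washed and imaged; fluorescent objects of 20–120 um count as induced cells.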
An asterisk follows results filed as active; ? = inconclusive; . = no result given; [ ] = another dose, or the depositor's remark. Unless noted, calls come from the whole dose curve; as a rule, active = well fitted curve in the direction sought with a large enough effect; inconclusive = small, poorly fitted or top-dose-only effect, or another doubt; inactive = no such curve, though single readings can be large; an effect the other way counts as inactive or inconclusive. This is a subset; the hit share may differ from the screen's.

Every second line gives: GLA spleen mod	IMPase Li cell	NPSR antag	CBFb RUNX1 block	LMNA splice mod	Luc counter	Epigenetic derep
1. O=C(OCc1nnc(-c2ccccc2)o1)c1cc(Cl)ccc1[N+](=O)[O-]
  -6.0%	-9.9%	-3.9%	-24.4%	-11.0%[46 µM]	-1.5%	-1.4%
2. COc1ccc(OC)c(/C=N/NC(=O)CSc2cc(C)nc3c(OC)cccc23)c1
  -5.4%	10.9%	53.8%	0.6%	29.5%[46 µM]	-2.8%	0.0%
3. Cc1ccc(/C=C2\SC(=S)N(CC(=O)Nc3cccnc3)C2=O)cc1
  3.1%	-0.6%	14.8%	?	.	.	3.7%
4. C=CCNC(=S)Nc1sc2c(c1C(=O)OCC)CCN(C(=O)OCC)C2
  1.3%	?	-14.5%[46.1 µM]	0.9%	8.1%	1.1%	-0.7%
5. Cc1cc(NC(=O)c2ccco2)ccc1-n1cnnn1
  4.1%	-12.5%[38.3 µM]	1.1%[46.1 µM]	-3.4%	4.1%	-10.1%	-2.0%
6. CCC(C)NC(=O)CO/N=C/c1ccc(C(=O)OC)cc1 (stereo not given)
  -1.7%	22.6%[38.3 µM]	-7.2%[46.1 µM]	0.1%	1.0%	-2.6%	0.1%
7. O=C(CCNc1cccc(C(F)(F)F)c1)c1ccco1
  2.1%	54.5%[activator][38.3 µM]	2.4%[46.1 µM]	-1.6%	-6.3%	-2.0%	2.1%
8. O=C(NN=C1CCCC1)c1cccs1
  8.5%	9.3%	22.6%	-16.7%	-12.6%	-6.6%	-3.0%
9. O=S(=O)(NC1CC1)c1ccc2c3c(cccc13)CC2
  -1.7%	-1.3%	11.3%	0.6%	-14.3%[46 µM]	1.5%	2.8%
10. CCC(CC)c1nnc(NC(=O)CN2C(=O)C3C4C=CC(C4)C3C2=O)s1 (stereo not given)
  2.8%	-3.0%[38.3 µM]	-10.2%[46.1 µM]	-4.6%	5.8%	-2.4%	1.7%

Other compounds.
Every second line gives: GLA spleen mod	IMPase Li cell	NPSR antag	CBFb RUNX1 block	LMNA splice mod	Luc counter	Epigenetic derep
11. COc1ccc(F)c(CN2CCC(CO)(Cc3cccc(C(F)(F)F)c3)CC2)c1
  -3.0%	5.9%	52.3%	17.3%	.	0.8%	-0.8%
12. CS(=O)(=O)c1nc(S(=O)(=O)c2ccc(Cl)cc2)c(NCc2ccccn2)s1
  -0.5%	-2.2%	-26.6%	-0.4%	.	.	1.1%
13. CN(C)CCCn1c(SCC(=O)N2c3ccccc3Sc3ccccc32)nc2ccccc2c1=O
  3.9%	.	?	-6.9%	?	.	0.0%
14. O=[N+]([O-])c1cccc(-c2nc(-c3ccccn3)no2)c1
  12.9%	.	4.5%	3.4%	.	.	0.0%
15. Cc1cccnc1NC(=O)C1CCN(S(=O)(=O)c2c(C)noc2/C=C/c2ccco2)CC1
  1.7%	20.3%	-8.7%	-1.5%	-5.8%	1.1%	-0.9%
16. O=C(NCCNC1CCN(Cc2ccccc2)CC1)c1cccs1
  -1.3%	8.1%[38.3 µM]	4.0%[46.1 µM]	0.5%	13.3%	16.4%	0.7%
17. COCCN(C(=S)Nc1ccc(C)cc1)C(C)c1cccnc1 (stereo not given)
  -2.1%	-1.8%	-11.5%	8.1%	.	0.3%	5.7%
18. Cc1c(NS(=O)(=O)c2cc(Br)cc3c2N(C(=O)C2CC2)CC3)c(=O)n(-c2ccccc2)n1C
  5.6%	-2.5%	-13.3%	6.7%	9.5%[46 µM]	0.5%	2.4%
19. CCCC(=O)Nc1sc(C)c(-c2ccc(C(C)CC)cc2)c1C#N (stereo not given)
  18.6%	2.9%[38.3 µM]	-0.9%[46.1 µM]	3.0%	-11.1%	-5.8%	0.4%
20. OC(c1cccs1)c1nccc2ccccc12 (stereo not given)
  11.3%	7.8%[38.3 µM]	-4.2%[46.1 µM]	-3.7%	-6.4%	-2.0%	0.0%

Some of these compounds in order of the IMPase Li cell value, falling.
#	structure	IMPase Li cell
11	COc1ccc(F)c(CN2CCC(CO)(Cc3cccc(C(F)(F)F)c3)CC2)c1	5.9%
12	CS(=O)(=O)c1nc(S(=O)(=O)c2ccc(Cl)cc2)c(NCc2ccccn2)s1	-2.2%
18	Cc1c(NS(=O)(=O)c2cc(Br)cc3c2N(C(=O)C2CC2)CC3)c(=O)n(-c2ccccc2)n1C	-2.5%

Further compounds:
21. CCOC(=O)c1sc(NC(=O)CSc2nc(-c3ccco3)cc(C(F)(F)F)n2)c(C#N)c1C
22. O=C(CCN1C(=O)c2ccncc2C1=O)Nc1ccc(F)cc1
23. CN(Cc1ccco1)c1ncnc2ccc(-c3ccccc3C#N)cc12
24. Cc1ccc(C(=O)O[C@H](C(=O)O)[C@@H](OC(=O)c2ccc(C)cc2)C(=O)O)cc1 (tested in a mixture with another compound)
25. NNC(=O)c1nc[nH]c1C(=O)Nc1ccccc1[N+](=O)[O-]
26. CCC(C)NS(=O)(=O)c1ccc(OC)c(Cl)c1Cl (stereo not given)
27. Cc1cc([N+](=O)[O-])ccc1N
28. COc1cccc(C2=CC(c3ccc(N(C)C)cc3)n3nnnc3N2)c1 (stereo not given)

screen / no.,21,22,23,24,25,26,27,28
GLA spleen mod,1.3%,1.7%,12.0%,15.4%,-15.9%,7.7%,-17.7%,13.9%
IMPase Li cell,6.6%[38.3 µM],6.0%[38.3 µM],16.5%,4.9%,18.2%,26.0%[38.3 µM],5.0%,-2.5%[38.3 µM]
NPSR antag,-4.9%[46.1 µM],-6.6%[46.1 µM],.,8.6%[46.1 µM],8.7%,-7.3%[46.1 µM],.,-21.6%[46.1 µM]
CBFb RUNX1 block,2.8%,6.0%,.,-14.7%,?,-0.1%,7.3%[21.7 µM],-4.0%
LMNA splice mod,9.5%,-6.8%,?,-24.4%,-7.5%[46 µM],3.6%,.,?
Luc counter,-0.2%,-1.0%,.,0.1%,-3.5%,-0.7%,.,-7.9%
Epigenetic derep,-0.8%,1.0%,.,-0.1%,-3.7%,0.0%,.,0.0%

29. COC(=O)C(C)N1C(=O)S/C(=C\c2cc(C)n(-c3ccccn3)c2C)C1=O (stereo not given)
30. COC(=O)C1=C(NC(=O)c2ccc(Br)cc2)CCS1
31. COC(=O)CNC(=O)CCCCC(=O)NCC(=O)OC
32. Cc1ccc(C2=NOC(C)(c3nnc(-c4ccc(Cl)cc4)o3)C2)cc1 (stereo not given)
33. COC(=O)CSc1nc(C)cc(C)n1
34. O=C(NC(=O)c1c(Cl)cccc1Cl)Nc1ccc(Oc2cccnc2)nc1
35. CN(C)CCCNC(=O)c1ccc(=O)[nH]n1
36. O=C(NC(=S)N1CCN(c2ccc(Cl)cc2[N+](=O)[O-])CC1)c1ccco1

screen / no.,29,30,31,32,33,34,35,36
GLA spleen mod,-4.2%,-8.7%,6.7%,-2.7%,0.8%,-15.7%,2.6%,1.6%
IMPase Li cell,50.3%[activator][38.3 µM],-1.1%,3.3%[38.3 µM],.,1.8%,.,.,8.5%
NPSR antag,-22.4%[46.1 µM],-42.0%,6.5%[46.1 µM],6.3%,6.0%,12.3%,-29.2%,-9.2%
CBFb RUNX1 block,-11.5%,-2.5%,-2.1%,21.9%,-9.0%,0.1%,5.1%,-15.7%
LMNA splice mod,-8.9%,7.0%[46 µM],4.7%,.,?,.,.,?
Luc counter,10.9%,-2.5%,-3.7%,.,-0.6%,.,.,2.6%
Epigenetic derep,-4.6%,0.0%,-1.4%,4.5%,17.0%,5.4%,-2.1%,?

2 entries from above in a different format.
No.	molecule	GLA spleen mod	IMPase Li cell	NPSR antag	CBFb RUNX1 block	LMNA splice mod	Luc counter	Epigenetic derep
10	CCC(CC)c1nnc(NC(=O)CN2C(=O)C3C4C=CC(C4)C3C2=O)s1 (stereo not given)	2.8%	-3.0%[38.3 µM]	-10.2%[46.1 µM]	-4.6%	5.8%	-2.4%	1.7%
11	COc1ccc(F)c(CN2CCC(CO)(Cc3cccc(C(F)(F)F)c3)CC2)c1	-3.0%	5.9%	52.3%	17.3%	.	0.8%	-0.8%

Further results:
37. COc1ccc(C(=O)Nc2ccc(NC(=O)c3cccs3)cc2)cc1Cl
38. CCn1cc(C(=O)NCC2CCCO2)c(=O)c2cc(S(=O)(=O)N(C)C)ccc21 (stereo not given)
39. CCCN(CCC)C(=O)C1CC(=O)OC12CCOC(C)(C)C2 (stereo not given)
40. O=c1c2c3nc4ccccc4nc3n(-c3ccc4c(c3)OCCO4)c2ncn1C1CCCC1
41. COC(=O)CC1SC(=O)NC1=Nc1cccc(C)c1 (stereo not given)
42. CCCCCCCCNC(=O)c1ccc(C)cc1
43. Cc1cccc(OCCCN2CCCCCC2)c1
44. COc1ccc2oc(=O)c(C(=O)NCc3cccnc3)cc2c1
45. C=C(C)C(=O)Nc1cccc(C2=NOC3(C2)C[C@@H](C(N)=O)N(C(=O)CC(c2ccccc2)c2ccccc2)C3)c1 (stereo not given in full)
46. N#Cc1ccc(OCC(=O)NCC2(N3CCCCC3)CCCCC2)cc1
47. Cc1nn(C)cc1NC(=O)CC12CC3CC(CC(C3)C1)C2

screen / no.,37,38,39,40,41,42,43,44,45,46,47
GLA spleen mod,7.3%,19.7%,-6.5%,5.5%,1.1%,3.0%,-1.3%,7.3%,-2.5%,1.2%,-7.8%
IMPase Li cell,-3.4%,-2.3%,3.1%,-11.6%[38.3 µM],24.2%[38.3 µM],2.5%,36.1%[activator][38.3 µM],-2.1%,.,12.6%,0.0%
NPSR antag,1.1%,14.5%[46.1 µM],10.3%,-12.2%[46.1 µM],-4.2%[46.1 µM],-8.0%,3.4%[46.1 µM],-6.2%[46.1 µM],-5.3%,8.4%,2.7%
CBFb RUNX1 block,5.3%,2.7%,1.7%,8.1%,-1.3%,11.2%,5.4%,21.1%,?,5.8%,2.7%
LMNA splice mod,-3.5%,-13.7%,1.2%,-7.5%,6.1%,?,2.9%,1.0%,.,?,-1.3%
Luc counter,-0.2%,2.1%,3.1%,3.8%,1.8%,1.9%,-2.6%,-1.6%,.,-0.3%,-1.3%
Epigenetic derep,0.0%,-1.0%,-0.9%,0.0%,3.7%,-0.9%,-2.0%,0.0%,-1.1%,-2.1%,1.0%
